Screening results: PubChem BioAssay, National Center for Advancing Translational Sciences (NCATS)
Tau ThT inhib: blocks human tau fibril formation measured by thioflavin T | recombinant tau K18 P301L, heparin-induced fibrillization, ThT fluorescence | Potency, µM (doses to about 57.4 µM), inactives show at the top dose activity, negative = inhibition, usual class: inhibitors | hit rate 2.1% among 270,000; note: % is set by controls: 0 for no effect and ±100 for the full control effect; nearly all actives have a fitted effect of over 55% in size
Target sequence (P10636 561-689 P618L limits assumed): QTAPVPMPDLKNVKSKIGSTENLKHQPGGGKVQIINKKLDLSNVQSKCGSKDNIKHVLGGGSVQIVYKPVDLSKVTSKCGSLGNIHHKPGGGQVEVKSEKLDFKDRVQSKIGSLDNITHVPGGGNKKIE
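Heparin-induced (20 uM) aggregation of recombinant human K18 P301L tau, 15 uM unlabeled with 0.24 uM labeled, pH 7 acetate buffer, 6 hr at 37 C with compound. Fibrils quantified by 30 uM ThT fluorescence after 1 hr ambient incubation.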
GAA glycogen: GAA glycogen-cleavage inhibition or activation; hit rate 0.38% among 300,000; recombinant GAA, glycogen substrate, Amplex Red glucose oxidase fluorescence; AID 2100; Potency, µM (top dose mostly 76.4 µM), without a hit: at the highest dose activity change, negative = inhibition, most hits filed as inhibitors; P10253;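 note: 0% = full enzyme reaction and -100% = no-enzyme basal signal; the screen sought inhibitors and activators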
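qHTS, 1536-well; enzyme 4 nM final; cpd up to 77 uM; substrate bovine liver glycogen 30 ug; 50 mM citrate/phosphate pH 5.0, 0.01% Tween-20; 37 C, 40 min; Amplex Red detection 45 min RT; Hill fit → AC50.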
GLA spleen mod: inhibits or activates alpha-galactosidase in human spleen homogenate. Potency, µM (highest dose often 80 µM), inactives show at the top dose activity change, negative = inhibition, usual class: inhibitors. human spleen homogenate, 4MU-alpha-Gal fluorescence, 40 min. P06280. hit rate 0.008% among 240,000;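 note: 0% = enzyme with vehicle and -100% = no enzyme basal signal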
Target sequence (P06280 32-429 limits assumed): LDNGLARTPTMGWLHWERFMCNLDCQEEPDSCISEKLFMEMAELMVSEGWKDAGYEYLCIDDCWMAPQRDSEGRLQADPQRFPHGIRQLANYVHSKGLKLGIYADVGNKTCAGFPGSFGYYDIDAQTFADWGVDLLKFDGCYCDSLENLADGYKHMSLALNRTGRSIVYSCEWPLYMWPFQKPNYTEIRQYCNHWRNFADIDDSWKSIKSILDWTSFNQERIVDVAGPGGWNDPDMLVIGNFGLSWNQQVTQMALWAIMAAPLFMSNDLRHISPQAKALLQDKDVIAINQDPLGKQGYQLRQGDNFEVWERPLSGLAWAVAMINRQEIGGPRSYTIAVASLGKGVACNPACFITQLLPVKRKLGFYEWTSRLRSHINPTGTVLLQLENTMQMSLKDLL
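Spleen homogenate 1 ug + cpd (titration) + 4-MU-alpha-D-galactopyranoside 1 mM; 37C 40 min; 50 mM citrate/phosphate pH 5.0, 0.01% Tween-20; stop pH 10; fluorescence 365/440; AC50 via Hill.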
HTT ATP protect: protects HTT-Q103 PC12 cells, measured by ATP; PC12 HTT-Q103 induced, cytoprotection, ATP luminescence, 40 h; Potency, µM (top dose mostly 56.4 µM), without a hit: cytoprotection (ATP increase), hits mostly activators; hit rate 0.14% among 230,000; AID 1471;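 note: % of control where 0% means no effect; nearly all actives have a fitted effect of over 45% in size; toxic huntingtin expression switched on by the ecdysone agonist tebufenozide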
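PC12 cells stably carrying ecdysone-inducible Htt exon 1 (Q103)–GFP were induced with 100 nM tebufenozide (final) alongside library compounds in a dose series. Cytoprotection was scored as retained ATP by ATPlite luminescence.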
GAA spleen mod: inhibitors or activators of human alpha-glucosidase in spleen homogenate; hit rate 0.006% among 240,000; AID 2112; P10253; human spleen homogenate, 4-MU-alpha-glucoside fluorescence; Potency, µM (top dose mostly 79.9 µM), without a hit: at the highest dose activity change, negative = inhibition, usual class: inhibitors;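 note: 0% = enzyme with vehicle and -100% = no enzyme basal signal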
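AC50 values come from Hill-equation fits of concentration-response data, normalized to no-enzyme and full-activity controls. Enzyme source: 1 ug human spleen homogenate; 1 mM fluorogenic 4-MU glucoside, pH 5.0 citrate buffer, 37 C, 40 min.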
GAA inhib: blocks human lysosomal alpha-glucosidase; purified human GAA, 4-MU-alpha-glucoside fluorescence; Potency, µM (top dose mostly 76.9 µM), for the others: at the highest dose activity change, negative = inhibition, most hits filed as inhibitors; hit rate 0.005% among 200,000;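 note: plate controls were uninhibited enzyme wells for no effect and no-enzyme background for full effect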
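Read-out is 4-methylumbelliferone fluorescence (Ex 365/Em 440 nm) after NaOH/glycine stop at pH 10. Enzyme 4 nM, substrate 400 uM, pH 5.0 citrate buffer, 20 min room temperature; AC50 from Hill-equation concentration-response.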
Tau fibril FP: tau fibrillization inhibition (FP) | hit rate 0.39% among 280,000 | AID 1468 | Potency, µM (doses to about 57.7 µM), without a hit: at the top dose activity, negative = inhibition, actives largely listed as inhibitors | P10636 | K18 P301L tau heparin fibrillization, Alexa594 FP, 6 h; note: % is set by controls: 0 for no effect and ±100 for the full control effect; nearly all actives have a fitted effect of over 55% in size
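Quantitative HTS format: compounds meet 15 uM recombinant K18 P301L tau and Alexa 594-tau tracer in 100 mM sodium acetate pH 7; 20 uM heparin triggers fibrillization at 37 C over 6 hr; FP gives the signal.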
Tau fluor counter: counter-screen for tau fibril formation inhibitors | tau K18 P301L (four-repeat tau fragment) Alexa594 fluorescence, heparin fibrillization | Potency, µM (titrated, usually from 57.7 µM), for the others: top-dose activity change, negative = decrease | hit rate 0.93% among 280,000; note: % is set by controls: 0 for no effect and ±100 for the full control effect; nearly all actives have a fitted effect of over 55% in size
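Human K18 P301L tau (15 uM unlabeled plus 0.24 uM Alexa 594-labeled, final) in 100 mM sodium acetate pH 7 was mixed with compound and 20 uM heparin and incubated 6 hr at 37 C.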
Active calls of the source: *; ? = inconclusive; / = no result given; & = joins results of further samples; [ ] = another dose, or the depositor's remark. Calls come from the whole dose curve; as a rule, active = well fitted curve in the direction sought with a large enough effect; inconclusive = small, poorly fitted or top-dose-only effect, or another doubt; inactive = no such curve, though single readings can be large; an effect the other way counts as inactive or inconclusive. Potency is the fitted concentration of half-maximal effect.

SMILES	Tau ThT inhib	GAA glycogen	GLA spleen mod	HTT ATP protect	GAA spleen mod	GAA inhib	Tau fibril FP	Tau fluor counter
Nc1c(C(=O)Nc2ccc(Br)cc2F)sc2nc3c(cc12)N1CCC3CC1	-8.9%	-6.9%[76.3 µM]	/	/	/	/	-7.6%	?
COc1cc(N2CCOCC2)ccc1C=C1C(=O)NC(=O)NC1=O	-0.9%	-8.3%	0.9%	5.3%[10 µM]	0.9%	6.7%	8.6%	-1.2%
Cc1ccc2c(c1)C1CN(C)CCC1N2C(=O)Nc1cccc(Cl)c1 (centres undefined)	-11.3%	3.3%	3.3%	-30.5%	-5.5%	-2.8%	?	?
c1ccc(-c2[nH]c(-c3ccccc3)[n+](CC3CO3)c2-c2ccccc2)cc1 (centres undefined)	-12.5%	-1.0%	2.1%	0.6%[10 µM]	-0.9%	-4.3%	1.6%	-2.8%
O=C(Cc1ccccc1)N1CCN(C/C=C/c2ccccc2)CC1	-11.1%	-11.9%	-8.3%	-6.3%	-10.2%	-10.0%	0.4%	-8.9%
CN1CCc2nc(SCC(=O)OC(C)(C)C)c(C#N)cc2C1	?	22.9%	-3.8%	-8.5%	-5.3%	4.4%	-1.8%	-16.2%
Cc1ccc(S(=O)(=O)CC(C)(O)C(=O)Nc2cccc(C(F)(F)F)c2)cc1 (centres undefined)	-3.9%	2.9%	4.0%	29.8%	-5.3%	?	-7.5%	-7.3%
S=C1CN=C(c2ccccc2Cl)c2cc(Cl)ccc2N1	-5.1%	-16.4%	2.8%	31.8%[10 µM]	3.0%	-2.1%	6.9%	-0.9%
c1ccc2c3c([nH]c2c1)C1(CCNCC1)NCC3	-22.1%	7.0%	4.8%	10.7%[10 µM]	2.2%	/	-6.1%	-22.8%
Oc1ccc(CC2CC3CCN2CC3)cc1O (centres undefined)	-7.8%	3.52µM*	-0.7%	17.1%	-1.7%	1.4%	-7.2%	-9.0%
Cc1ccc(S(=O)(=O)N(c2cc(Cl)c(O)c(Cl)c2)P(=O)(OC(C)C)OC(C)C)cc1	2.3%	-6.9%	1.3%	-54.7%	7.9%	6.0%	4.6%	9.0%
COc1ccc(CN2C(=O)CC(=O)NC2=S)cc1	5.5%	-3.0%	-0.9%	1.8%[10 µM]	2.6%	13.0%	4.3%	4.9%
CN1CCN(S(=O)(=O)c2cnc(Cl)c(Br)c2)CC1	-1.3%	-5.4%	0.6%	-46.4%[inhibitor][10 µM]	-8.5%	-3.5%	-9.7%	-4.5%
Cc1ccc2c(c1)CC1(CN2C)C(=O)NC(=O)N(CCc2ccccc2)C1=O (centres undefined)	?	0.2%	9.0%	13.8%	6.5%	0.9%	?	-14.9%
CN1CCc2nc(SCc3ccccc3Br)c(C#N)cc2C1	?	?	11.2%	7.2%	-2.0%	4.7%	-11.2%	?
C[C@]12CC[C@@H](O)C[C@@H]1CC[C@@H]1[C@@H]2CC[C@]2(C)C(=O)CC[C@@H]12	-13.8%&-8.6%	-4.1%	-2.6%&15.6%	-44.5%[inhibitor]	-3.8%&7.8%	-1.7%[15.4 µM]	1.7%&11.5%	-13.8%&2.9%
COc1ccc(C(C)=O)cc1COC(=O)c1ccc2ccccc2n1	-11.1%	2.6%	-5.4%	22.5%[10 µM]	-3.4%	?	-5.6%	-10.4%
COc1cc(NC(=O)c2cc3cc4ccc(C)cc4nc3o2)cc(OC)c1OC	?	9.5%[76.3 µM]	/	/	/	/	-10.3%	-16.3%
Cc1cccc(C)c1OCC(=O)Nc1ccc(Cl)cc1C(=O)c1ccccc1	?	-8.6%[76.3 µM]	/	/	/	/	-6.7%	-16.3%
CCN(CC)c1ccc(N=Cc2c(O)n(CCc3ccc(OC)c(OC)c3)c(=O)[nH]c2=O)cc1	10.7%	6.5%	11.5%	9.1%[10 µM]	7.9%	-6.7%	1.5%	2.4%

Structural class: the compounds so far with bromine.
SMILES	Tau ThT inhib	GAA glycogen	GLA spleen mod	HTT ATP protect	GAA spleen mod	GAA inhib	Tau fibril FP	Tau fluor counter
Nc1c(C(=O)Nc2ccc(Br)cc2F)sc2nc3c(cc12)N1CCC3CC1	-8.9%	-6.9%[76.3 µM]	/	/	/	/	-7.6%	?
CN1CCN(S(=O)(=O)c2cnc(Cl)c(Br)c2)CC1	-1.3%	-5.4%	0.6%	-46.4%[inhibitor][10 µM]	-8.5%	-3.5%	-9.7%	-4.5%
CN1CCc2nc(SCc3ccccc3Br)c(C#N)cc2C1	?	?	11.2%	7.2%	-2.0%	4.7%	-11.2%	?

(further entries)
SMILES	Tau ThT inhib	GAA glycogen	GLA spleen mod	HTT ATP protect	GAA spleen mod	GAA inhib	Tau fibril FP	Tau fluor counter
COc1cc(CN2CCCC(C(=O)c3sccc3C)C2)cc(OC)c1O (centres undefined)	?	?	-3.6%	20.6%[10 µM]	0.8%	?	-11.0%	-13.7%
CN(C)c1nc(N(C)C)nc(N(C#N)CCCl)n1	-3.2%	11.5%	4.7%	-14.8%[10 µM]	9.3%	8.1%	1.0%	-6.2%
Cn1cccc1/C=C1\C(=O)NC(=O)N(CCC2=CCCCC2)C1=O	?	-0.2%	9.3%	1.2%[10 µM]	-22.2%	2.2%	8.4%	-11.9%
CC1=NN(c2ccccc2)C(=O)C1/C=C1/C(=O)NC(=O)N(c2cccc(C)c2)C1=O (centres undefined)	?	-2.9%	-3.3%	-19.8%	-5.0%	0.7%	-2.2%	-19.6%
CN1CCN(c2ncnc3ccc(Br)cc23)CC1	2.4%	-10.7%	1.1%	16.6%	0.5%	2.1%	-1.7%	5.6%
CCN(CC)CCCN=C(C)c1c(O)n(-c2ccccc2)c(=O)[nH]c1=O	2.6%	14.2%	-1.2%	2.9%	1.4%	2.6%	-10.1%	0.6%
CC(=O)c1c(C)n(Cc2ccccc2)c2ccc(O)cc12	-14.0%	-14.4%	-2.7%	5.4%[10 µM]	-1.6%	/	0.2%	-26.4%
O=c1c2ccccc2nc2n1CCS2(=O)=O	/	6.1%	2.1%	20.2%[10 µM]	-0.6%	/	?	?
COc1cc(/C=C2\C(=O)NC(=O)N(c3ccccc3)C2=O)c([N+](=O)[O-])cc1OC	?	-7.1%	-6.6%	-19.9%	-10.9%	3.8%[15.4 µM]	-13.6%	16.3%
CC(Cc1ccccc1)NCC(=O)Nc1cc(N(C)C)nc2ccccc12 (centres undefined)	?	7.2%	18.9%	4.3%[10 µM]	4.3%	?	-8.6%	?
c1ccc2sc(C3CCCNC3)nc2c1 (centres undefined)	-0.4%	1.7%	-2.0%	10.3%[10 µM]	-9.3%	1.5%	2.8%	0.1%
O=C(OC1CCN(CCCl)CC1)C(c1ccccc1)c1ccccc1	?	/	4.1%	-2.6%[1.9 µM]	-7.1%	/	14.7%	-8.4%
C=CCC(O)(C(=O)OC)c1ccccc1 (centres undefined)	1.6%	/	14.6%	?	6.4%	/	-7.5%	-2.8%
CC(C)=CCOc1c2occc2cc2ccc(=O)oc12	0.1%&-6.6%	6.3%	5.8%&-9.8%	-13.2%	5.5%&4.1%	?	-11.6%&4.9%	-18.7%&-18.1%
O=C(Nc1cccc(OC(=O)N2CCCCC2)c1)N1CCCCC1	-2.4%	-0.4%	-7.3%	-15.2%[10 µM]	-4.2%	-2.2%	-0.5%	-3.3%
CCOP(=O)(OCC)c1nc(-c2cccc3ccccc23)oc1NCCc1ccc(OC)cc1	?	-9.7%	?	3.2%[10 µM]	?	?	14.4%	-21.4%
O=c1[nH]c(O)c(N=Nc2cc([N+](=O)[O-])ccc2O)c(=O)[nH]1	14.1µM*	7.3%	-9.3%	57.9%[10 µM]	-2.3%	7.7%	-5.5%	-16.6%
O=C(Nc1ccc(Cl)c(C(F)(F)F)c1)c1ccc2c(c1)CCN2S(=O)(=O)c1ccccc1	10.0%	6.2%[76.3 µM]	/	/	/	/	?	?
C[C@H](O)[C@H]1CC[C@H]2[C@@H]3CCC4=CC(=O)CC[C@]4(C)[C@H]3CC[C@]12C	?	2.0%	-1.2%	/	2.9%	-8.0%[15.4 µM]	4.5%	-11.1%
CC(=O)c1c(O)n(C2CCCCCC2)c(=O)[nH]c1=O	-12.8%	5.4%	8.8%	-6.1%	4.9%	-1.2%	-0.1%	-5.2%
CSc1nnc([C@@H](N)Cc2ccccc2)o1	1.3%	9.2%	9.1%	7.1%[0.074 µM]	-2.9%	-6.8%	5.1%	7.4%
NC(=O)CN1CCCC1=O	-2.6%&-8.9%&-8.8%	1.7%	18.6%	4.6%	-8.2%	1.4%[15.4 µM]	-9.0%&-6.1%&7.7%	-2.9%&-15.3%&-10.6%
CCOc1ccc(CN(CCc2ccc3c(c2)OCO3)Cc2cccc(C)c2)cc1	-8.9%	-2.3%[76.3 µM]	/	/	/	/	-9.3%	-9.7%
CN1CCN(c2nc(N)c(Br)c(Cl)n2)CC1	-6.8%	-8.6%	2.0%	13.0%[10 µM]	-10.6%	2.4%	1.4%	-11.0%
COc1ccc(C(O)P(=O)(OC(C)C)OC(C)C)cc1 (centres undefined)	-3.2%	2.5%	-1.4%	5.4%[10 µM]	3.7%	/	7.8%	1.7%
Nc1cncc(C(=O)O)c1	0.8%&1.6%	3.1%&-2.1%	7.1%&1.0%	1.5%[10 µM]	-4.5%&-1.1%	0.9%	1.3%&2.8%	5.9%&3.7%
CCOP(=O)(Cc1ccc(C#N)o1)OCC	5.4%	8.5%	2.2%	-14.3%[10 µM]	3.6%	/	-3.1%	10.3%
CCC(=NCc1cccnc1)c1c(O)n(Cc2ccccc2)c(=O)[nH]c1=O	-12.8%	6.2%	-6.6%	-15.5%	-5.3%	-4.1%	-5.5%	-10.8%
COc1ccccc1N1C(=O)NC(=O)/C(=C/c2ccc3c4c(cccc24)CC3)C1=O	-6.8%	-17.5%	0.9%	6.2%[10 µM]	1.4%	5.1%	-0.1%	-10.8%

Only part of the results is shown; rates above refer to the full screens.
